Screening data from PubChem BioAssay.
WT yeast gro inh: growth inhibition of WT yeast, mitochondrial fusion screen; AID 1362; hit rate 2.1% among 190,000; inhibition, % at 10 µM; mitochondrial fusion phenotypic screen, WT strain; in the data active means inhibition above about 58%; tested in S. cerevisiae
Yfh1-depleted yeast: mitochondrial function rescue without frataxin homolog – Friedreich's ataxia, plus single-dose screen, dose response (AID 1465) | S. cerevisiae Yfh1-off respiration, WST-1 reduction, 72 h; higher fold induction means a stronger effect | hit rate 0.074% among 220,000 | fold induction at 50 µM, or EC50 in µM where a hit was titrated;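 active means fold induction of absorbance versus untreated yeast above a set limit, then at least 30% activation at any dose in follow-up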;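 further: activators that raise dye reduction in frataxin-depleted yeast; strong numbers were not always called active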
b-catenin transl: beta-catenin nuclear translocation modulation; HeLa beta-catenin nuclear translocation, immunofluorescence imaging; nuclear translocation activity, % at 5 µM; hit rate 0.3% among 190,000; AID 1665;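 active means nuclear translocation activity above 50% at 5 µM, with a well cell count of 50 or more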;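 further: per-cell ratio of nuclear to cytoplasmic median beta-catenin stain intensity; plate controls were DMSO negative control for no effect and GSK-3 inhibitor IX positive control for full effect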
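Test system: human HeLa cells, endogenous beta-catenin. Times: 24 h compound exposure, 37°C. Measured by: beta-catenin immunofluorescence imaging with DAPI.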
MT stabilizer: stabilizes microtubules in HeLa cells | HeLa tubulin immunostaining HCS, 24 h; share of cells brighter than vehicle mean+2SD | % tubulin-high responders, % at 10 µM | hit rate 0.83% among 200,000;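 active means plate Z-score above 3 for both tubulin-high and condensed-nucleus cell shares, with cell loss under 80%, at 10 µM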;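 further: anti alpha tubulin signal scored within the nucleus-defined area of each cell; some results filed as inactive read as strong as hits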
Dynein transport: dynein cargo transport inhibition | hit rate 0.47% among 220,000 | 3617.4 mouse cells, GR-EGFP nuclear translocation imaging; test concentration mostly 20 µM; stimulated with dexamethasone, 1 µM; active compounds read low | z-score, hits read low;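 active means plate z-score of nuclear minus cytoplasmic receptor signal below a set negative limit, without overly bright fluorescence or cell loss, cut at about -3.5 in these data, passing the limit was not always enough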;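 further: z-score of nuclear minus cytoplasmic ring GR-EGFP intensity difference per well; some compounds called inactive have numbers as strong as hits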
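Buffer or medium – tet-free medium with charcoal-stripped serum · Signal – automated 10x imaging of fixed Hoechst-stained cells · Also added – dexamethasone agonist, 1.0 µM final, for 30 min · Incubation – induction 48 h, compound 1 h, agonist 30 min · Read-out – GR-EGFP nuclear translocation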
Autophagy mod: modulators of autophagy; MEF GFP-LC3 puncta imaging; test concentration mostly 10 µM; calls only at 10 µM (by protocol); hit rate 0.98% among 190,000;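 active means percentage of spot-positive cells more than 3 SD above its plate mean, without a fluorescence outlier flag or 80% toxicity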;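 further: spot-positive cell cutoff set from DMSO-treated cells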
human PMI inhibitors: MPI inhibition at elevated mannose 6-phosphate – biochemical, fluorescence intensity, high mannose 6-phosphate, primary screen (AID 1220). recombinant PMI enzyme, coupled fluorescence intensity; higher % means a stronger effect. one-dose inhibition, % at 20 µM; IC50 in µM for titrated hits. hit rate 0.66% among 190,000
human PMI inhibition: inhibitors of human PMI, primary screen, biochemical, fluorescence intensity, coupled assay (AID 1209). purified PMI enzyme, coupled fluorescence intensity; higher % means a stronger effect. inhibition, % at 20 µM; hits with a dose series show IC50 in µM. hit rate 0.42% among 190,000;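 further: plate controls were DMSO vehicle for no effect and wells lacking substrate for full effect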
Ins promoter up: MIN6 insulin promoter up-regulation; z-score at 5 µM; hit rate 0.3% among 190,000; MIN6 insulin promoter-GFP reporter, high-content imaging; active compounds read high; AID 1625;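 active means z-score above 3 at 5 µM with at least 500 cells counted in the well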
WT yeast gro inh mutant strain: recorded beside WT yeast gro inh, whose call it bears; inhibition, %; mitochondrial fusion phenotypic screen, mutant strain inhibition
Dynein transport cytoplasmic EGFP: further read-out of Dynein transport, marked with its call; z-score; measured here: cytoplasmic GR-EGFP intensity; active compounds read high
Dynein transport nuclear GR-EGFP: recorded beside Dynein transport, whose call it bears; z-score; measured here: nuclear GR-EGFP intensity;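 lower value marks the stronger effect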
Dynein transport cell count: recorded beside Dynein transport, whose call it bears; z-score; measured here: cell count per field
Ins promoter up cell count: second read-out of Ins promoter up, no call of its own (marks repeat the call); cell count; measured here: cytotoxicity, nuclei count;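 total cells summed across four imaged fields per well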
b-catenin transl cell count 5 µM: also measured in b-catenin transl; calls as there; cell count; measured here: cell count, cytotoxicity flag
MT stabilizer Hoechst-high %: further read-out of MT stabilizer, marked with its call; % Hoechst-high responders; measured here: nuclear condensation Hoechst responders;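 share of cells brighter than vehicle mean plus two SD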
MT stabilizer cytotoxicity %: recorded beside MT stabilizer, whose call it bears; toxicity, %; measured here: cytotoxicity by cell density;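 0% = mean cell density of plate MIN control wells and 100% = no cells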
Autophagy mod cell loss 18 h: second read-out of Autophagy mod, no call of its own (marks repeat the call); toxicity, %; measured here: cell loss, nuclei count;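 cell loss after 18 h compound exposure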
Starred values were filed as active, the others as inactive; i = inactive; · = not tested or not shown. Unless noted, no stated cut-off is given here; in the data, active means inhibition above about 50%; inactive means the rest. Rows were taken by chance; 5% or so of the library scored in one or more.

SMILES	WT yeast gro inh	WT yeast gro inh mutant strain	Yfh1-depleted yeast	b-catenin transl	b-catenin transl cell count 5 µM	MT stabilizer	MT stabilizer Hoechst-high %	MT stabilizer cytotoxicity %	Dynein transport	Dynein transport cytoplasmic EGFP	Dynein transport nuclear GR-EGFP	Dynein transport cell count	Autophagy mod	Autophagy mod cell loss 18 h	human PMI inhibitors	human PMI inhibition	Ins promoter up	Ins promoter up cell count
COc1cc(-c2nc(-c3cccc(C(F)(F)F)c3)no2)cc(OC)c1OC	22	26	i	0.0	1050	3.0	3.0	4.4	-0.17	-0.092	-0.11	0.32	i	-2	26%	28%	-0.52	1815
CCCCOc1ccccc1P(=O)(O)CP(=O)(c1ccccc1)c1ccccc1	20	14	i	1.3	1335	4.6	5.6	9.9	-0.44	-0.17	-0.15	1.4	i	1	1%	-4%	-0.36	1234
COc1ccccc1N=C1SC(C(=O)Nc2cccc(Cl)c2Cl)C(N)=C1C(N)=O (stereo unspecified)	·	·	i	62*	559*	·	·	·	-0.44	-0.29	-0.46	0.78	·	·	·	·	-0.8	957
O=C(Nc1cccc(C(=O)O)c1)/C(=C/c1ccc([N+](=O)[O-])cc1)NC(=O)c1ccccc1	-12	-6	i	-4.9	1151	2.8	2.6	5.6	-1.2	-0.35	-0.56	0.94	i	15	2%	-2%	-0.19	1524
CCCC(=O)OCC(=O)Nc1ccc([N+](=O)[O-])cc1C#N	·	·	i	0.6	1267	·	·	·	-1.4	-0.21	-0.87	0.64	·	·	·	·	-0.02	1435
Cc1ccc(NC(=O)c2cc3c(s2)CCC3)cc1S(=O)(=O)N1CCOCC1	-7	-7	i	-3.6	1204	2.9	2.3	4.5	1.1	-0.21	0.58	-0.56	i	8	9%	16%	-0.32	989
Cc1nn(S(=O)(=O)c2ccc([N+](=O)[O-])cc2)c(C)c1Sc1ccccc1	·	·	i	·	·	1.0	1.6	8.1	-0.066	-0.27	0.13	0.14	i	-3	·	·	·	·
COc1ccc(CCC(=O)Nc2cc(S(C)(=O)=O)ccc2Cl)cc1	5	3	i	-0.1	1151	3.1	1.7	8.0	2.4	-0.38	0.78	-0.58	i	-2	-6%	-7%	0.08	1237
Cc1cc(NC(=O)CSc2nc3ccccc3n2CC(=O)N2CCC(C)CC2)no1	14	9	i	-1.5	1197	3.7	1.3	5.1	-0.29	-0.27	-0.29	1	i	6	-1%	-10%	0.07	1202
COc1cc(CNc2ccccc2Oc2cc(=O)n(C)c(=O)n2C)cc(OC)c1OC	-1	6	i	·	·	3.0	2.6	8.8	-0.15	-0.11	0.063	-0.6	i	7	-2%	-8%	-0.37	1414
CC(C)(C)NC(=O)C(c1ccco1)N(Cc1ccc2c(c1)OCO2)C(=O)Cn1nnc2ccccc21 (stereo unspecified)	4	-3	i	3.2	784	4.7	2.7	7.8	1.2	-0.27	0.37	-0.63	i	24	-4%	0%	0.97	1159
O=C(Cc1ccccc1)NC(=S)Nc1cc(C(F)(F)F)ccc1Cl	11	24	i	-2.5	1336	1.7	1.4	7.5	0.27	-0.2	0.5	-0.49	i	-9	-7%	-9%	-0.95	1580
COc1ccc2c(c1)c1nnc(SCC(=O)N3CCCCC3C)nc1n2C (stereo unspecified)	17	33	i	-1.4	1140	6.2	3.3	6.1	0.0057	-0.29	0.35	0.0026	i	24	-3%	-2%	-0.7	1269
Cc1cccc(NC(=O)c2cccc(C(F)(F)F)c2)c1	23	2	i	-0.5	1477	5.9	2.7	3.8	0.065	-0.3	0.34	-0.42	i	-6	10%	-4%	0.58	1349
CCOC(=O)c1cc(-c2ccccc2)n(CC(=O)Nc2cccc(OC)c2)c1C	15	6	i	-5.1	559	2.9	1.4	2.6	-0.13	-0.16	-0.038	1	i	-4	0%	5%	-0.11	1350
Cc1ccccc1-c1nc(-c2ccc(NC(=O)c3ccc(Br)o3)cc2)no1	-5	-7	i	-0.4	1175	2.3	2.5	6.2	1.1	-0.21	1.4	-0.023	i	3	4%	-3%	0.04	1187
CCCc1cc(=O)[nH]c(SCC(=O)N2CCN(S(=O)(=O)c3ccccc3)CC2)n1	-8	13	i	1.7	1155	1.9	2.4	4.4	-0.47	-0.19	0.049	-0.41	i	13	-13%	0%	-0.56	1302
Cc1n[nH]c(=S)n(NC(=O)/C=C/C(=O)Nn2c(=S)[nH]nc(C)c2=O)c1=O	-12	11	i	0.1	1480	2.2	3.0	3.0	0.47	-0.31	0.18	0.01	i	1	-14%	-17%	0.93	1422
Cc1nnn(C23CC4CC(CC(C4)C2)C3)n1	17	7	i	3.2	1075	3.5	1.3	3.3	-0.52	-0.25	-0.61	0.96	i	0	1%	1%	0.35	941
COc1ccc(-n2c(Cc3cccn3C)nnc2SCC(=O)Nc2ccc(C(C)=O)cc2)cc1	9	-3	i	-6.5	1138	6.2	2.6	7.0	-0.47	-0.21	-0.094	0.3	i	5	-4%	-3%	1.1	967
CCOC(=O)C1(Cc2cccc(F)c2)CCN(Cc2ccon2)CC1	6	4	i	1.1	1046	3.8	1.5	0.5	0.65	0.038	0.55	-1.6	i	11	4%	8%	0.62	1346
COc1ccc(N(C)S(=O)(=O)c2cccc(C(=O)NC3CCCCC3C)c2)cc1 (stereo unspecified)	-19	-2	i	0.2	1081	2.0	1.4	4.6	-0.94	0.12	-0.71	0.67	i	21	-9%	-4%	-1.3	1558
CN(CC1CCCO1)S(=O)(=O)c1ccc(C(=O)Nc2ccc3c(c2)OCO3)cc1 (stereo unspecified)	14	-4	·	0.3	1119	3.3	2.2	0.5	-0.47	-0.23	-0.2	1.1	i	0	13%	4%	0.04	1157
Cc1nn(Cc2nnc(SCC(=O)Nc3cccc(C(F)(F)F)c3)n2C)c(C)c1[N+](=O)[O-]	·	·	i	-1.2	1334	·	·	·	0.39	-0.21	0.69	0.12	·	·	·	·	2	1001
Cc1cccc(NC2=Nc3ccccc3N3C2=Nc2c(c(C)nn2-c2ccccc2)C3c2ccc(O)c(O)c2)c1 (stereo unspecified)	19	-1	i	2.8	1339	3.5	1.3	4.9	-0.42	10	3	0.79	i	-1	-3%	18%	-0.18	1665
CCC1(C)Cc2c(sc3c2c(=O)n(C)c2nnc(SCCc4ccccc4)n32)CO1 (stereo unspecified)	21	18	i	-7.6	1077	3.7	1.6	13	-0.049	-0.1	0.19	0.42	i	40	-10%	-17%	-0.27	1585
CCN(CC)C(=O)c1ccccc1NC(=O)c1ccccc1	19	8	i	-1.2	1079	3.9	2.2	6.8	2.3	0.4	1.9	-1.5	i	16	-1%	-7%	0.32	1385
O=C(CSc1cccc[n+]1[O-])c1ccc(Cl)cc1	-8	7	i	·	·	2.3	2.0	3.5	1.2	0.14	0.64	-1.4	i	6	-7%	0%	·	·
Cc1ccc(NC(=S)NNC(=S)NC2CCCCC2)cc1	12	12	i	0.4	1049	1.0	1.3	5.6	0.59	-0.26	0.034	-0.17	i	-1	7%	3%	-0.01	1243
Cc1nn(C)cc1/C=N/NC(=O)C1(O)c2ccccc2-c2ccccc21	-14	-13	i	-1.8	900	3.7	1.7	5.5	-0.52	-0.23	-0.44	-0.041	i	3	2%	8%	·	·
